Source: PubChem BioAssay
ANO1 activ: mouse TMEM16A channel activation, primary screen; 340,000 tested, 0.3% active; Q8BHY3; AID 623877; B-score at 10 µM; HEK293 TMEM16A/YFP-H148Q/I152L, iodide quench fluorescence; stronger effect = lower value;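 active = fluorescence-ratio B-score plate-corrected deviation score at least 3 library SD below zero, with starting fluorescence score within 5 deviations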;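 also: channel opened by trigger with iodide after compound preincubation; score built on the fluorescence ratio of max minus min over baseline; more negative score means more quench and so TMEM16A activation or potentiation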
MrgX1 ag: human MrgX1 receptor agonism, primary screen. Q96LB2. MrgX1-HEK293 cells, Fluo-4 calcium fluorescence, agonist mode; stronger effect = higher value. B-score at 10 µM. 310,000 tested, 0.44% active. AID 588627;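 active = calcium response B-score plate-corrected fluorescence ratio at least 3 library SD, with starting fluorescence B-score inside 5 SD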
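Test system: Stable human MrgX1 HEK293 cell line | Schedule: Overnight plating before 1 h dye loading | Read-out basis: Baseline-normalised fluorescence change ratio, B-scored | Detection: Kinetic calcium dye fluorescence, Fluo-4 NW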
TRPC6 inhibitor: inhibitors of mouse TRPC6 channel | Q61143 | HEK293-TRPC6, membrane potential dye, ACh-evoked depolarization; stronger effect = lower value | B-score at 10 µM | 310,000 tested, 1.1% active | AID 2553;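 active = B-score under library mean minus 3 SD, initial fluorescence not abnormally high, positive integrated signal ratio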;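 also: B-score derived from integrated fluorescence ratio over the kinetic read; more negative B-score means stronger inhibition of depolarization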
ANO1 block: blocks the mouse calcium-activated chloride channel TMEM16A. Q8BHY3. HEK293 TMEM16A/YFP iodide influx fluorescence, ionomycin. normalized B-score (activity score, 25-100; higher = stronger inhibition) at 10 µM. 310,000 tested, 1.2% active;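 active = ratio plate-corrected score three or more library SD toward inhibition, starting fluorescence score within five deviations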;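 also: score derived from kinetic fluorescence span divided by baseline fluorescence per well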
RGS4 inh: inhibitors of human RGS4. P49798. HEK293 M3R/RGS4 inducible, Fluo-4 calcium flux; stronger effect = higher value; triggered by carbachol at its EC20. B-score at 10 µM. 310,000 tested, 0.45% active;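 active = B-score, a plate-corrected calcium signal, over three deviations above library mean, with baseline fluorescence within five deviations of library mean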;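 also: RGS4 expression induced by doxycycline in cells with stable M3 receptor; B-score is computed from the integrated fluorescence ratio over baseline after carbachol; higher B-score means a larger calcium signal and so more RGS4 inhibition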
TRPC4 act: activators of mouse TRPC4 channel. B-score at 10 µM. HEK293 TRPC4beta/mu-opioid, Fluo4 calcium fluorescence; stronger effect = higher value. Q9QUQ5. 310,000 tested, 0.49% active;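 active = B-score above 5 SD of library B-scores, and initial fluorescence ratio not above library mean plus 5 SD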;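 also: positive B-score marks a calcium rise read as TRPC4 activation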
Target sequence (Q9QUQ5 whole entry, looked up): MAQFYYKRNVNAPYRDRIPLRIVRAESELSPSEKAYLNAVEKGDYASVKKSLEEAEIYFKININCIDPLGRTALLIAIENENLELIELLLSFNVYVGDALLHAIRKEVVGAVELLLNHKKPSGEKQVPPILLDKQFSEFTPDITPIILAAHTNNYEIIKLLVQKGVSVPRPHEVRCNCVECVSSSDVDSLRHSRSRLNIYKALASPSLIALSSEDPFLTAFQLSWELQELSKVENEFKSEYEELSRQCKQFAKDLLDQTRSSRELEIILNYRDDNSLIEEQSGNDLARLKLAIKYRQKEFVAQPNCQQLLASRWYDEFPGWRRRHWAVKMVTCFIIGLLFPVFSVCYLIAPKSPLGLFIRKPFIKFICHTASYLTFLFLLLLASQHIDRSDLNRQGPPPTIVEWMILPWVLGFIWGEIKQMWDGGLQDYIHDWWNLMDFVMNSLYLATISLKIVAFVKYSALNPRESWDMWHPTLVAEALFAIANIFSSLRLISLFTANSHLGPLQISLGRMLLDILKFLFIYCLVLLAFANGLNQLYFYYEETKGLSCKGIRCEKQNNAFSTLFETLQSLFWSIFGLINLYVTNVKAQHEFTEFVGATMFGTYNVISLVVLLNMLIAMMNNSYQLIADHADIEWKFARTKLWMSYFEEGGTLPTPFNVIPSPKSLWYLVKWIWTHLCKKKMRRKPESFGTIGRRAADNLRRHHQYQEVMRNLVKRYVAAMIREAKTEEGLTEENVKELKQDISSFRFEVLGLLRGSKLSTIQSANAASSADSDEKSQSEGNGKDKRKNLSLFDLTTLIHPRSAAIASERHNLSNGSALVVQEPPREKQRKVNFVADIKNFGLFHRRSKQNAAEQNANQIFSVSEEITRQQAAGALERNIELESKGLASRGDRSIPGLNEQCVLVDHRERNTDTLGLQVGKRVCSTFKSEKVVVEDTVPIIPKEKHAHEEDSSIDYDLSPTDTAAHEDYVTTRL
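Technique: kinetic Fluo4 calcium fluorescence; Test system: TRPC4beta and mu-opioid receptor HEK293 stable cells; Measure: B-scored integrated calcium fluorescence ratio; Benchmarks: low control buffer alone, high control maximal DAMGO; Schedule: 45 min room-temperature Fluo4 loading, 110 s read.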
MrgX1 antagonist: antagonists of human MrgX1 receptor | 310,000 tested, 1.3% active | MRGX1-HEK293 calcium flux, Fluo-4, BAM8-22 antagonism; stronger effect = lower value | Q96LB2 | B-score at 10 µM;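 active = calcium-response B-score plate-corrected more than 3 library SD below zero, starting fluorescence within 5 deviations, no agonist response on first addition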;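 also: peak minus trough fluorescence over baseline after final BAM8-22 challenge near maximal dose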
TRPC4 block: inhibitors of mouse TRPC4 channel | Q9QUQ5 | HEK293 TRPC4beta/mu-opioid, DAMGO-evoked Fluo4 calcium flux; stronger effect = lower value | B-score at 10 µM | 300,000 tested, 0.39% active;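 active = B-score over 3 SD under the library average, no early fluorescence shift, positive overall ratio signal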
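Assay system: TRPC4beta/mu-opioid receptor HEK293 cell line; compound dosing: single concentration per test compound; detection: Fluo4 Ca2+ flux fluorescence; evaluation: per-well B score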
TRPC6 activator: mouse TRPC6 channel activation; Q61143; HEK293-TRPC6 membrane potential dye fluorescence; stronger effect = higher value; B-score at 10 µM; 310,000 tested, 0.13% active; AID 2550;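 active = B-score of the integrated fluorescence ratio above library mean plus 3 SD, and starting fluorescence ratio within library mean plus 5 SD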;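 also: higher score means more depolarization so channel activation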
MrgX1 allo act: allosterically activates human MrgX1 receptor signaling. B-score at 10 µM. 310,000 tested, 0.63% active. Q96LB2. MrgX1-HEK293, Fluo-4 calcium flux, FDSS; stronger effect = higher value;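 active = plate-corrected calcium response at least 3 library SD above typical, normal starting fluorescence, not activating the receptor alone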;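 also: compound read alongside a low EC10 to EC30 dose of BAM8-22 agonist; peak minus trough fluorescence over baseline measured at the second addition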
TRPC4 potent: TRPC4 (mouse) allosteric potentiation; Q9QUQ5; HEK293 TRPC4beta/mu-opioid, DAMGO EC20, Fluo-4 Ca2+ flux; stronger effect = higher value; B-score at 10 µM; 310,000 tested, 0.42% active; AID 2227;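 active = B-score of calcium response area above 5 SD of library B-scores, with initial fluorescence ratio within 5 SD of library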;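 also: B-score of integrated fluorescence ratio over time as area under calcium response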
Starred values were filed as active, the others as inactive; i = inactive; . = not tested or not shown.

SMILES	ANO1 activ	MrgX1 ag	TRPC6 inhibitor	ANO1 block	RGS4 inh	TRPC4 act	MrgX1 antagonist	TRPC4 block	TRPC6 activator	MrgX1 allo act	TRPC4 potent
c1ccc(-c2csc3ncn4nnnc4c23)cc1	i	i	i	i	i	i	i	i	i	i	i
CCC(C)NC(=O)CC(c1ccc(OC)cc1)n1cccc1 (configuration not stated)	i	i	i	i	i	i	i	.	i	i	i
CN(Cc1ccccc1)S(=O)(=O)c1ccc(OCC(=O)NCc2cccnc2)cc1	i	i	i	i	i	i	i	i	i	i	i
COC(=O)c1ccc2c(=O)n(Cc3ccco3)c(SCC(=O)Nc3ccccc3Cl)nc2c1	i	i	i	i	i	i	i	i	i	i	i
CC(=O)C1C(c2ccc(C)cc2)c2c(noc2C)CC1(C)O (configuration not stated)	i	i	i	i	i	i	i	i	i	i	i
COc1ccccc1-n1cc(-c2ccc(Br)cc2)[nH]c1=S	i	i	i	i	i	i	i	i	i	i	i
Cc1nc2n[nH]c(N)c2c2c1CCCC2	i	i	i	i	i	i	i	i	i	i	i
O=C(NNC1=NCCC1)c1cccc(S(=O)(=O)N2CCCC2)c1	i	i	i	i	i	i	i	i	i	i	i
CCc1ccc(OC(=O)CN2C(=O)c3ccccc3C2=O)cc1	i	i	i	i	i	i	i	i	i	i	i
Cc1ccc(NC(=O)Cn2c(=O)c(C)nc3ccccc32)cc1	i	i	i	i	i	i	i	i	i	i	i
CCc1nn(C(C)C(=O)NCCN2CCN(c3cccc(C)c3C)CC2)c(=O)c2cc3occc3n12 (configuration not stated)	i	i	i	i	i	i	i	i	i	i	i
O=C(COc1cccnc1[N+](=O)[O-])NCc1ccc(F)cc1	i	i	i	i	i	i	i	i	i	i	i
COc1ccc(C2CC(=O)Nc3cc(C)c(C)cc32)c(OC)c1OC (configuration not stated)	i	i	i	i	i	i	i	i	i	i	i
CCOc1ccc(-c2cc(C(=O)N/N=C/c3ccc(O)cc3)c3ccccc3n2)cc1	i	i	i	i	i	i	i	i	i	i	i
Cn1c(CCCOc2ccc(Cl)cc2Cl)n[nH]c1=S	i	i	i	i	i	i	i	i	i	i	i
COc1ccc(OC)c(CCNC(=O)Cn2sc3nc(C)cc(C)c3c2=O)c1	.	i	i	25*	i	i	i	i	i	i	i
COc1ccc(C(CNCC(=O)Nc2ccccc2F)N(C)C)cc1 (configuration not stated)	i	i	i	i	i	108*	i	i	i	i	i
CCc1ccc2c(c1)CCCN2C(=O)c1ccccc1C(=O)O	i	i	i	i	i	i	i	i	i	i	i
COc1ccc(OC)c(S(=O)(=O)N2CCN(c3ccccc3OC)CC2)c1	i	i	i	i	i	i	i	i	i	i	i
CC(=O)NC(Nc1c(C)n(C)n(-c2ccccc2)c1=O)C(Cl)(Cl)Cl (configuration not stated)	i	i	i	i	i	i	i	i	i	i	i
CCN1C(=O)/C(=C\N2CCCc3ccccc32)SC1=S	i	i	i	i	i	i	i	i	i	i	20*
COc1ccc(Br)cc1C(=O)Nc1cccc(NC(=O)c2ccco2)c1	i	i	i	i	i	i	i	i	i	i	i
CC(C)c1ccc(C(=O)OC2CCOC2=O)cc1 (configuration not stated)	i	i	i	i	i	i	i	i	i	i	i
C/C(=N\Nc1cccc(C(=O)O)c1)c1ccc(Cl)s1	i	i	i	i	i	i	i	i	i	i	i
O=C(O)c1ccccc1Cc1nc2cc(Cl)ccc2c(=O)[nH]1	i	i	i	i	i	i	i	i	i	i	i
O=C(COc1ccc([N+](=O)[O-])cc1)NNC(=S)NC(=O)c1ccc(Br)cc1	i	i	i	i	i	i	i	i	i	i	i
N#CC1=C(N)C(C#N)(C#N)[C@H](c2cccnc2)[C@H]2CN(C(=O)OCc3ccccc3)CC=C12	i	i	i	i	i	i	i	i	i	i	i
CC1Cc2cc(C(=O)O)ccc2O1 (configuration not stated)	i	i	i	i	i	i	i	i	i	i	i
Clc1ccccc1SCc1nc2ccccc2[nH]1	i	i	i	i	i	i	i	i	i	i	i
COC(=O)c1cc2c(ccn2-c2ccc(F)cc2)n1C(C)C	i	i	i	i	i	i	i	i	i	i	i
Cc1[nH]c2ccccc2c1N=Nc1ccccc1C(=O)O	i	i	i	i	i	i	i	i	i	i	i
O=C(Cc1ccccc1[N+](=O)[O-])NCCC1=CCCCC1	i	i	i	i	i	i	i	i	i	i	i
COc1ccc(Cl)cc1N(CC(=O)NCC(C)C)S(=O)(=O)c1ccc(C)c([N+](=O)[O-])c1	i	i	i	i	i	i	i	i	i	i	i
CN1CCN(C(CNC(=O)C(=O)Nc2ccc3c(c2)OCO3)c2ccc(F)cc2)CC1 (configuration not stated)	i	i	-5.97*	i	i	i	i	i	i	i	i
CCN(CC)S(=O)(=O)c1ccc(C(=O)NCc2cccs2)cc1	i	i	i	i	i	i	i	i	i	i	i
CCOc1ccccc1C1C(C(=O)Nc2ccc(OC)cc2)=C(C)Nc2nc(CCCO)nn21 (configuration not stated)	i	i	i	i	i	i	i	i	i	i	i
COc1cccc(OCC(=O)N(C)Cc2nc(-c3ccccc3)no2)c1	i	i	i	i	i	i	i	i	i	i	i
Cc1cc(C(=O)CN2C(=O)c3ccccc3C2=O)c(C)n1Cc1cccs1	i	i	i	i	i	i	i	i	i	i	i
Nc1nc(NCc2ccccc2)nc(Nc2ccc(F)cc2)c1[N+](=O)[O-]	i	i	i	i	i	i	i	i	i	i	i
CC1CCN(CC(O)COC2CCC(C(C)(C)C)CC2)CC1 (configuration not stated)	i	i	.	i	.	.	i	.	.	i	.
CNC(=O)COC(=O)CNC(=O)c1cc(Cl)cc([N+](=O)[O-])c1	i	i	i	i	i	i	i	i	i	i	i
O=C(Cn1cnc2ccccc2c1=O)Nc1nc2ccccc2s1	i	i	i	i	i	i	i	i	i	i	i
Cc1cc([N+](=O)[O-])c(C(C)(C)C)cc1N	i	i	i	i	i	i	i	i	i	i	i
Cn1c(N)c(C(=O)COC(=O)c2cccs2)c(=O)n(C)c1=O	i	i	i	i	i	i	i	i	i	i	i
CCC1C(C#N)=C(SCC(N)=O)NC2=C1C(=O)CC(C)(C)C2 (configuration not stated)	i	i	i	i	i	i	i	i	i	i	i
COc1ccc(C(=O)CN2C(=O)NC(C)(c3ccc(C)cc3)C2=O)cc1OC (configuration not stated)	i	i	i	i	i	i	i	i	i	i	i
Cc1onc(-c2ccccc2)c1C(=O)NC(C)c1ccccc1 (configuration not stated)	i	i	i	i	i	i	i	i	i	i	i
O=C(C1CCCN(S(=O)(=O)Cc2ccccc2)C1)N1CCCCC1 (configuration not stated)	i	i	i	i	i	i	i	i	i	i	i
CCCn1c(SCC(=O)O)nc2ccccc21	i	i	i	i	i	i	i	i	i	i	i
Cc1ccc(C(=O)Nc2oc(-c3ccccc3)cc2C#N)cc1	i	i	i	i	i	i	i	i	i	i	i
Other records follow.
SMILES	ANO1 activ	MrgX1 ag	TRPC6 inhibitor	ANO1 block	RGS4 inh	TRPC4 act	MrgX1 antagonist	TRPC4 block	TRPC6 activator	MrgX1 allo act	TRPC4 potent
CN1C(=O)C(CC(=O)Nc2ccccc2)S/C1=N/c1nccs1 (configuration not stated)	i	i	i	i	i	i	i	i	i	i	i
OCCNc1nc2ccccc2n1CC(O)c1ccccc1 (configuration not stated)	i	i	i	i	i	i	i	i	i	i	i
CN(Cc1ccccc1)S(=O)(=O)c1ccc(NC(=S)NC(=O)C(C)(C)C)cc1	i	i	i	i	i	i	i	i	i	i	i
O=C(Cn1c(=O)[nH]c2ccsc2c1=O)NC1CCCCC1	i	i	i	i	i	i	i	i	i	i	i
OCCNc1nc(Nc2ccc(Cl)cc2)nc(N2CCCC2)n1	i	i	i	i	i	i	i	i	i	i	i
COc1cccc(OCC(O)CO)c1 (configuration not stated)	i	i	i	i	i	i	i	i	i	i	i
CCN(c1ccc(NC(=O)c2ccc(N3CCCC3=O)cc2)cc1)C(C)C	i	i	i	i	i	i	i	i	i	i	i
CNC(=O)c1ccccc1NC(=O)c1ccco1	i	i	i	i	i	i	i	i	i	i	i
O=C1C(=O)N(CC2COc3ccccc3O2)c2ccccc21 (configuration not stated)	i	56*	i	i	i	i	i	i	i	i	i
Cc1ccc(NC2(C(F)(F)F)N=C(c3ccccc3)NC2=O)nc1 (configuration not stated)	i	i	i	i	i	i	i	i	i	i	i
Cc1ccc(C(=O)N2CCC(N3CCC(C(=O)N4CCOCC4)CC3)CC2)cc1C	i	i	i	i	i	i	i	i	i	i	i
Clc1ccc(Cn2ccc(-c3ccc4c(c3)OCO4)n2)cc1Cl	i	i	i	i	i	i	i	i	i	i	i
CC(O)Cc1cn(CC(=O)N2CCN(C(=O)OC(C)(C)C)CC2)nn1 (configuration not stated)	i	i	i	i	i	i	i	i	i	i	i
N#CCC(=O)Nc1ccccc1C(=O)O	i	i	i	i	i	i	i	i	i	i	i
CC(NC(=O)Nc1ccccc1)C(c1cccs1)N1CCN(C)CC1 (configuration not stated)	i	i	i	i	i	i	i	i	i	i	i
CC(O)CNCCCOc1ccccc1OCc1ccccc1 (configuration not stated)	i	i	i	i	i	i	i	i	i	i	i

Entries from the list above that have a furan ring, fused or not:
SMILES	ANO1 activ	MrgX1 ag	TRPC6 inhibitor	ANO1 block	RGS4 inh	TRPC4 act	MrgX1 antagonist	TRPC4 block	TRPC6 activator	MrgX1 allo act	TRPC4 potent
COC(=O)c1ccc2c(=O)n(Cc3ccco3)c(SCC(=O)Nc3ccccc3Cl)nc2c1	i	i	i	i	i	i	i	i	i	i	i
CCc1nn(C(C)C(=O)NCCN2CCN(c3cccc(C)c3C)CC2)c(=O)c2cc3occc3n12 (configuration not stated)	i	i	i	i	i	i	i	i	i	i	i
COc1ccc(Br)cc1C(=O)Nc1cccc(NC(=O)c2ccco2)c1	i	i	i	i	i	i	i	i	i	i	i
Cc1ccc(C(=O)Nc2oc(-c3ccccc3)cc2C#N)cc1	i	i	i	i	i	i	i	i	i	i	i
CNC(=O)c1ccccc1NC(=O)c1ccco1	i	i	i	i	i	i	i	i	i	i	i
